# SNCA expr inh: inhibitors of alpha-synuclein (SNCA) gene expression; HEK-293 SNCA-luciferase knock-in, luminescence, 24 h; Potency, µM (titrated, usually from 57.2 µM), inactives show at the highest dose activity change, negative = inhibition, usual class: inhibitors; 140,000 compounds, 0.17% hits; AID 1671194;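 further: potency means the concentration at half of the fitted maximal effect; plate controls were DMSO cells for no effect and cell-free wells for full effect; nearly all actives have a fitted effect of over 45% in size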
# FLuc inh: inhibitors of firefly (Photinus pyralis) luciferase; AID 1347043; P08659; Potency, µM (doses to about 115 µM), without a hit: at the highest dose activity change, negative = inhibition, hits mostly inhibitors; purified P. pyralis luciferase, luminescence, biochemical; 76,000 compounds, 2.5% hits; further: potency means the concentration at half of the fitted maximal effect; nearly all actives have a fitted effect of over 65% in size
#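 Luminescence read by CCD imaging after purified firefly luciferase (10nM final) was added to substrate buffer holding 10uM D-luciferin and 10uM ATP, pH 7.5, pre-dosed with compound.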
# HEK cytotox: cytotoxic compounds in HEK 293 cells | AID 1345083 | HEK 293 viability, ATP luminescence (CellTiter-Glo), 48-72 h | Potency, µM (titrated, usually from 115 µM), for inactives: top-dose activity change, negative = cytotoxicity, most hits filed as inhibitors | 94,000 compounds, 6.6% hits; further: potency means the concentration at half of the fitted maximal effect; nearly all actives have a fitted effect of over 60% in size
#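 Cells seeded first (HEK 293, 250 cells/well), then compound added by pintool. Incubation ran 48 or 72 hr at 37 degree Celsius. CellTiter-Glo was added and luminescence imaged after 10 min at room temperature.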
# NIH3T3 tox: NIH 3T3 cell cytotoxicity; NIH 3T3 viability, CellTiter-Glo ATP luminescence, 48-72 h; Potency, µM (series often up to 96.7 µM), for the others: top-dose activity change, negative = cytotoxicity, actives largely listed as inhibitors; 94,000 compounds, 4.3% hits; AID 1345082; further: potency means the concentration at half of the fitted maximal effect; nearly all actives have a fitted effect of over 55% in size
#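 Mouse fibroblast NIH 3T3 cells, 400 per well, received compound via pintool and were incubated for 48 or 72 hr prior to CellTiter-Glo ATP luminescence measurement.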
# HEK293 viab: reduces viability of HEK-293 SNCA reporter cells; HEK-293-SNCA-luc viability, GF-AFC fluorescence, 24 h; 150,000 compounds, 0.12% hits; Potency, µM (series often up to 57.1 µM), without a hit: at the highest dose activity change, negative = cytotoxicity, hits mostly cytotoxic;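 further: potency means the concentration at half of the fitted maximal effect; 0% = DMSO-treated cells and -100% = medium-only wells without cells; nearly all actives have a fitted effect of over 30% in size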
#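 Cytotoxicity counterscreen: after 24 h compound treatment of genome-edited SNCA-luciferase HEK-293 cells, live-cell protease substrate GF-AFC read by fluorescence after 30 min; activity scaled between DMSO (0%) and medium-only (-100%), curves Hill-fitted.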
# GPT2 inhibitor: inhibitors of human GPT2 alanine aminotransferase; Recombinant GPT2, coupled pyruvate oxidase/HRP Amplex Red fluorescence; AID 1671188; Potency, µM (top dose mostly 57.7 µM), inactives show at the highest dose activity change, negative = inhibition, most hits filed as inhibitors; 100,000 compounds, 0.25% hits; further: potency means the concentration at half of the fitted maximal effect; nearly all actives have a fitted effect of over 60% in size; many of its hits are not listed in these tables
# Target sequence (Q8TD30 whole entry, looked up): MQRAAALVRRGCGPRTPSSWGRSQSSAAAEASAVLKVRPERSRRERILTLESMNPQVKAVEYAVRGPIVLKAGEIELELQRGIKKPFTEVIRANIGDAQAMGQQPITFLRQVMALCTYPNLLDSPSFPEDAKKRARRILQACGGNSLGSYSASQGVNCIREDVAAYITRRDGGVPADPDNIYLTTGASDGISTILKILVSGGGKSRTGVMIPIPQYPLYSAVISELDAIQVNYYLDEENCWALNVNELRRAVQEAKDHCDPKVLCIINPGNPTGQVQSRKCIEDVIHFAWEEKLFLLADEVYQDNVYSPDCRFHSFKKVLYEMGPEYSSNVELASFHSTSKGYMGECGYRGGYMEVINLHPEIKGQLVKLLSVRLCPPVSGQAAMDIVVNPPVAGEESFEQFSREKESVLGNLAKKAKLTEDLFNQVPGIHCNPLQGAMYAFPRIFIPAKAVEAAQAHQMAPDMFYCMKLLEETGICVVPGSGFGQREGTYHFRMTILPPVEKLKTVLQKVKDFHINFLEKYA
#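 Fluorescence of coupled pyruvate oxidase/HRP/Amplex Red system (50uM Amplex, 30 min, dark) reports pyruvate formed by GPT2. Enzyme reaction: 10ng/uL GPT2, 2mM L-alanine, 250uM a-KG, 30 min room temperature, pH 7.5; 50uM AOA control.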
# IP6K1 inh: inhibitors of human IP6K1 | Q92551 | IP6K1 kinase, ADP-Glo luminescence, 2 h; stronger effect = lower value | activity change, % (series mostly up to about 58 µM) | 140,000 compounds, 0.81% hits | AID 1645851; in the data active means activity change below about -25%
#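 ADP-Glo luminescence measures ADP made by human IP6K1 during a 2 h RT reaction with ATP/IP6 (mix at 1.3 mM/130 uM); top library doses 57.5 and 19.1 uM final.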
# Active calls of the source: *; i = inactive; ? = inconclusive; · = not tested or not shown; [ ] = remark or other dose. Unless noted, the call rests on the fitted dose curve; in most records, active means well fitted curve in the direction sought with a large enough effect; inconclusive means small, poorly fitted or top-dose-only effect, or another doubt; inactive means no such curve, though single readings can be large; an effect the other way counts as inactive or inconclusive. Unless noted, on the % scale 0 is the no-effect control and ±100 the full control effect. The order is random; any-hit rate near 7.8%.
molecule	HEK293 viab	IP6K1 inh	FLuc inh	HEK cytotox	GPT2 inhibitor	NIH3T3 tox	SNCA expr inh
COc1ccccc1-c1cccc(CN2CCC(NC(=O)c3ccccc3C)CC2)c1	·	16.8	·	44.7µM*	·	?	·
CCC(C)NC(=O)C1CCN(C(=O)c2cc3sccc3n2Cc2ccc(Cl)cc2)CC1 (centres undefined)	-14.5%	-3.2	·	·	·	·	?
CC#C[C@@H](CC(=O)O)c1ccc(OCc2cccc(-c3ccc(C(F)(F)F)cc3)c2)cc1	-11.2%	-28.3*	·	·	?	·	·
COc1cccc(CN2C(=O)CCCCC2C(=O)NCCc2nc3ccccc3n2C)c1 (centres undefined)	4.9%	22.7	12.3%	2.3%	i	2.3%	0.3%
COc1cccc(-n2ccnc2SCC(=O)Nc2nc3ccc(C)cc3s2)c1	10.7%	17.5	·	·	·	·	-19.8%
CC(C)CCC(=O)NC1CCN(c2cn[nH]c(=O)c2)CC1	3.9%	0.0	3.7%	-10.4%	i	-27.7%	12.9%
C[C@H](O)c1onc(-c2ccccc2)c1C(=O)N1CCOCC1	1.5%[87.6 µM]	3.5	1.1%[172 µM]	-5.3%[172 µM]	2.0%[88.5 µM]	-16.2%[174 µM]	-3.4%[87.6 µM]
CCCCCCNc1ncnc2c1sc1nc(N3CCOCC3)c3c(c12)CCCC3	3.9%	16.9	·	·	·	·	-12.9%
CCCNC(=O)C(NC(=O)c1ccc(C)cc1)C1CCN(C(=O)c2ccc(F)cc2)CC1 (centres undefined)	8.2%	23.2	-13.3%	-22.8%	-24.6%	?	6.3%
CCCCc1cc2ccccc2c(OCCN(C)C)n1	23.4%[23.9 µM]	2.9	·	·	?	·	-6.7%[25.6 µM]
O=C(NC[C@H]1O[C@@H]2C[C@@H](CC(=O)N3CCOCC3)O[C@@H]2[C@@H]1O)NC1CCCCC1	1.5%[87.6 µM]	-10.5	-0.3%[172 µM]	i	3.5%[88.5 µM]	i	17.0%[87.6 µM]
O=C(NCC12CCCN1CCC2)c1ccc(C2CCNC2)cc1 (centres undefined)	0.5%	12.7	0.5%	1.2%	i	-20.9%	-3.2%
CCC(c1cccs1)N1C(=O)[C@H]2CN(S(=O)(=O)c3cn(C)cn3)C[C@H]2C1=O (some centres undefined)	-1.0%	-1.1	4.5%	1.4%	i	i	-11.6%
COc1ccc(NC(=O)c2c(NC(=O)C(F)(F)F)sc3c2CCCCC3)cc1	?	-24.1	·	·	·	·	?
COc1ccc2c(c1)CCc1c(C(=O)Nc3c(C)nn(Cc4ccccc4C)c3C)noc1-2	-6.9%	9.9	·	·	·	·	?
COc1ccc(C(=O)N[C@@H]2CN(Cc3ccncc3)C[C@H]2CN(C)C)c(OC)c1	?	8.8	-12.8%	?	i	-22.9%	-28.5%
Cc1noc(C)c1-c1cn(C)c(=O)n2cc(COc3ccc(Cl)cc3)nc12	-4.7%[87.6 µM]	-5.3	7.9%[172 µM]	?	2.7%[88.5 µM]	?	?
COc1cccc(-n2c(=O)c3sc4ccccc4c3n(CC(=O)Nc3ccccc3OC)c2=O)c1	?	0.1	·	·	·	·	38.4%[activator]
CN(Cc1ccc(F)cc1)S(=O)(=O)c1nnc(NC(=O)c2ccc(F)cc2)s1	4.7%	-4.3	·	·	·	·	-14.1%
CCCC(=O)N1CCc2cc(OC)c(OC)cc2C1COc1ccc(C(=O)OC)cc1 (centres undefined)	5.4%	-5.3	·	·	·	·	18.6%
Cc1ccc(OCC(=O)Nc2nonc2-c2ccc(C)c(C)c2)cc1C	9.6%	15.7	·	·	·	·	11.9%
CC(C)c1ccc(N2C(=O)CSC23C(=O)N(Cc2cccc(F)c2)c2ccccc23)cc1 (centres undefined)	-1.6%	-11.1	·	·	·	·	-7.5%
CCNC(=O)N1CCC2(CC1)CC(N(CC)CC)CCO2 (centres undefined)	5.7%	14.8	0.0%	16.9%	-1.3%	i	1.1%
CC(C)c1ccc(NC(=O)C2CCCN(S(=O)(=O)c3cccc4nsnc34)C2)cc1 (centres undefined)	-8.9%	9.4	·	·	·	·	-27.2%
O=C(CSc1ccc(-c2ccccn2)nn1)Nc1ccc(F)c(F)c1	-18.3%	29.3	·	·	·	·	9.9%
CC(=O)N1Cc2ccccc2OC2(CCN(C(=O)CCc3c[nH]c4ccccc34)CC2)C1	-8.4%	-4.2	·	-15.9%	i	-6.7%	11.9%
O=C(NCC1(COc2cnccn2)C[C@@H](O)[C@@H](O)C1)N1CCOCC1 (some centres undefined)	3.9%[87.6 µM]	-1.1	4.4%[172 µM]	2.1%[172 µM]	i	i	-19.2%[87.6 µM]
CC1=NOC2(CCN(Cc3ccncc3)CC2)C1	12.8%[87.6 µM]	2.4	-0.2%[172 µM]	i	i	?	8.8%[87.6 µM]
COc1cc(C(=O)Nc2cc(C)c(O)c(-c3nc4cc(Cl)ccc4o3)c2)cc(OC)c1OC	-11.3%	-2.4	·	·	·	·	-7.0%
Cc1cccc(NC(=O)c2ccc(F)c(S(=O)(=O)N3CCN(c4ccc(F)cc4)CC3)c2)c1	7.5%	-4.4	·	·	·	·	?
CCN1CCN(c2c(S(=O)(=O)c3ccc(C)c(C)c3)cnc3ccc(F)cc23)CC1	-7.7%	-5.4	·	·	·	·	?
CCn1cc(S(=O)(=O)N2CCC(Cc3nncn3-c3ccccc3)CC2)cn1	5.0%	-13.5	·	-9.7%	i	-20.7%	-2.8%
COc1ccc(CN2C=C(C(=O)OCc3nc(C)no3)C(C)=NS2(=O)=O)cc1	5.9%	8.4	5.6%	-6.3%	i	-7.5%	23.7%
O=C(Nc1nnc(S(=O)(=O)N2CCCC2)s1)c1ccccc1F	-4.3%	15.2	·	·	·	·	26.4%
COc1cc(C(=O)OCc2cc(=O)n3ccsc3n2)cc(OC)c1OC	-8.1%	30.3	·	·	·	·	-20.1%
CCOC(=O)c1c(S(=O)(=O)N2CCCC(C(=O)N3CCN(c4cccc(C)c4C)CC3)C2)c(C)n(C)c1C (centres undefined)	7.9%	-0.1	·	·	·	·	1.1%
CCOc1ccccc1C(=O)Nc1ccc(S(=O)(=O)N(Cc2ccccc2)c2ccccc2)cc1	16.4%	26.2	·	·	·	·	-5.4%
C/C=C/C=C/C=C/C(=O)O[C@@H]1[C@@H](OC)C2=C(C(=O)N(C(CCC(=O)O)C(=O)O)C2)[C@@]2(C)CCCC(C)(C)[C@H]12 (some centres undefined)	0.3%[23.9 µM]	-16.5	·	·	i	·	·
CC1=CC(=O)CC(C)(C)C1CCC(C)O[C@@H]1O[C@H](CO[C@@H]2OC[C@@H](O)[C@H](O)[C@H]2O)[C@@H](O)[C@H](O)[C@H]1O (some centres undefined)	-14.9%[23.9 µM]	6.8	·	·	i	·	·
COCCOC1CCOC2(CCN(C(=O)CCc3nc4ccccc4[nH]3)CC2)C1 (centres undefined)	-5.5%[12.5 µM]	-15.7	-10.2%	-4.4%	i	2.9%	-22.6%
Cn1nccc1C(=O)N1CCCN(Cc2ccncc2)C(c2ccccc2)CC(=O)NCC1 (centres undefined)	3.4%	3.6	-2.3%	-1.5%	i	-2.7%	18.5%
Cc1ccc2c(c1)cc1c(=O)n(Cc3ccc(Cl)cc3)nc(C)n12	12.6%	-6.8	·	·	·	·	8.6%
COc1ccc(CCO[C@@H]2O[C@H](CO[C@H]3OC[C@](O)(CO)[C@H]3O)[C@@H](OC(=O)/C=C/c3ccc(O)c(O)c3)[C@H](O[C@@H]3O[C@@H](C)[C@H](O)[C@@H](O)[C@H]3O)[C@H]2O)cc1OC	15.6%[23.9 µM]	-9.1	·	·	i	·	·
O=C(NC(C(=O)NCc1ccco1)C1CCN(C(=O)C2CC2)CC1)c1ccccc1 (centres undefined)	-3.3%	0.3	0.3%	i	i	i	-14.2%
Cn1ccnc1CN1CCCC(NC(=O)c2ccc3c(c2)CCCO3)CC1 (centres undefined)	-22.2%	6.5	-6.0%	?	-17.2%	-2.0%	13.3%
COc1cccc(-c2nnc3n(Cc4ccc(C)cc4)c(=O)c4ccccc4n23)c1O	?	6.5	·	·	·	·	-31.1%

# Compound activity from PubChem.
